JMJD2E inh = qHTS Assay for Inhibitors of Human Jumonji Domain Containing 2E (JMJD2E); Potency, µM (doses to about 57.1 µM), for inactives: at the top dose activity change, negative = inhibition, actives largely listed as inhibitors; hit rate 1.6% among 230,000; Lysine-specific demethylase 4E (Homo sapiens), B2RXH2; JMJD2E catalytic domain, FDH-coupled NADH fluorescence (FDH is formaldehyde dehydrogenase); active = well fitted inhibition curve with a large enough effect, not every such curve was filed as active; inconclusive = small, poorly fitted or top-dose-only effect, or another doubt; inactive = no such curve, though single readings can be large or run the other way;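 note: 0% = wells with enzyme and -100% = buffer wells without enzyme; nearly all actives have a fitted effect of over 50% in size; many of its hits are not listed in these tables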
TR SRC2 fluor cs = Total Fluorescence Counterscreen for Inhibitors of the Interaction of Thyroid Hormone Receptor and Steroid Receptor Coregulator 2; Potency, µM (top dose mostly 106 µM), inactives show at the highest dose fluorescence change, negative = quenching; AID 1479, 2009; TRb/SRC2 Texas Red total fluorescence interference; hit rate 0.29% among 280,000; active = well fitted curve in either direction with a large enough effect; inconclusive = small, poorly fitted or top-dose-only effect; note: % is set by controls: 0 for no effect and ±100 for the full control effect
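Human TRb ligand-binding domain at 0.6 uM with 20 nM Texas Red SRC2 peptide in Tris buffer containing 1 uM T3 and 5% DMSO, incubated with compound 5 h at ambient temperature. Total fluorescence (555/632 nm) calculated as parallel + 2 × perpendicular.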
SMN2 splice up = qHTS Assay for Enhancers of SMN2 Splice Variant Expression | HEK293 SMN2-luciferase splicing reporter, luminescence, 30-36 h | Potency, µM (top dose mostly 46.1 µM), inactives show at the highest dose activity change, positive = activation, hits mostly activators | hit rate 2.8% among 210,000 | AID 1458, 2008; note: % of control where 0% means no effect; nearly all actives have a fitted effect of over 55% in size
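qHTS luciferase splicing reporter: luminescence rises when SMN2 exon 7 is included in transfected HEK293 cells. Compound exposure lasted 30-36 h at 37C, with 4.5 mM final sodium butyrate as control, followed by a ONE-Glo read.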
GoLoco inh red = qHTS Assay for Inhibitors of RGS12 GoLoco Motif Activity (Red Fluorophore). Guanine nucleotide-binding protein G(i) subunit alpha-1 (Homo sapiens), P63096. Gai1:RGS12 GoLoco peptide FP, rhodamine, 10 min. Potency, µM (top dose mostly 61.6 µM), without a hit: at the highest dose activity, negative = inhibition, most hits filed as inhibitors. hit rate 0.44% among 230,000; active = well fitted inhibition curve with a large enough effect, not every such curve was filed as active; inactive = no such curve, though single readings can be large or run the other way; note: % is set by controls: 0 for no effect and ±100 for the full control effect; nearly all actives have a fitted effect of over 30% in size; many of its hits are not listed in these tables
Target sequence (P63096 whole entry, looked up): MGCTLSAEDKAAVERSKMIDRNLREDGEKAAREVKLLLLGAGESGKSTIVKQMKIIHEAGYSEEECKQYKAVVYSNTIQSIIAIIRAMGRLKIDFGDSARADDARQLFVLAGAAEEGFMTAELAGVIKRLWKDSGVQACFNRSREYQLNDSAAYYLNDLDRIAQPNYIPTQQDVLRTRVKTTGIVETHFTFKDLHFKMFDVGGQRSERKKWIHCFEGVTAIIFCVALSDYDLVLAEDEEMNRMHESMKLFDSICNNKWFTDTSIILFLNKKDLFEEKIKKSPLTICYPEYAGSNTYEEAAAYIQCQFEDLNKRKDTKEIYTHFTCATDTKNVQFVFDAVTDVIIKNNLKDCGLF
ALDH1A1 inh = qHTS Assay for Inhibitors of Aldehyde Dehydrogenase 1 (ALDH1A1); Aldehyde dehydrogenase 1A1 (Homo sapiens), P00352; Purified ALDH1A1, NADH fluorescence, propionaldehyde substrate; Potency, µM (highest dose often 75.3 µM), for inactives: top-dose activity, negative = inhibition, actives largely listed as inhibitors; hit rate 7.3% among 220,000; active = well fitted inhibition curve with a large enough effect, not every such curve was filed as active; inconclusive = small, poorly fitted or top-dose-only effect, or another doubt; inactive = no such curve, though single readings can be large or run the other way;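 note: plate controls were no enzyme wells and a reference inhibitor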
TRb-SRC2 inh = qHTS for Inhibitors of the Interaction of Thyroid Hormone Receptor and Steroid Receptor Coregulator 2; Thyroid hormone receptor beta (Homo sapiens), P10828; TRbeta-SRC2 peptide binding, fluorescence polarization; receptor liganded with 1 µM T3; Potency, µM (series often up to 106 µM), without a hit: at the top dose activity change, negative = inhibition, actives largely listed as inhibitors; hit rate 0.065% among 280,000;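 note: plate controls were bound peptide for no effect and peptide without receptor for full effect; nearly all actives have a fitted effect of over 50% in size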
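Fluorescence polarization of 20 nM Texas Red SRC2 peptide with 0.6 uM human TRb ligand-binding domain, in Tris buffer with 1uM T3 and 5% DMSO. Incubated 5 hr ambient; normalized to unbound and bound controls.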
Lamin A splicing = qHTS Assay for Modulators of Lamin A Splicing | HeLa LMNA splicing GFP/RFP minigene ratio, 48 h | hit rate 0.01% among 200,000 | AID 1487, 2009 | Potency, µM (doses to about 46.1 µM), for inactives: at the top dose ratio change, negative = inhibition, hits mostly inhibitors; active = well fitted inhibition curve with a large enough effect in the signal ratio, with a control signal flat, not every such curve was filed as active; inconclusive = small, poorly fitted or top-dose-only effect, or effect the other way, or a change in a side signal; the % refers to the signal ratio; note: % is set by controls: 0 for no effect and ±100 for the full control effect
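S3 HeLa stable clones carrying a lamin A-EGFP splicing minigene plus DsRed2 were seeded at 600 cells/well in Opti-MEM with 2% FBS, pin-dosed and incubated 48 h at 37°C. Acumen cytometry (488 nm) gave the GFP/RFP total-intensity ratio.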
RECQ1 inh = qHTS Assay for Inhibitors of RecQ-Like Dna Helicase 1 (RECQ1). ATP-dependent DNA helicase Q1 (Homo sapiens), P46063. RECQ1 DNA unwinding, red fluorescence kinetic read. Potency, µM (series often up to 57.3 µM), inactives show at the top dose activity, negative = inhibition, usual class: inhibitors. hit rate 0.54% among 240,000. AID 2549, 2010;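 note: plate controls were vehicle for no effect and no enzyme for full effect; nearly all actives have a fitted effect of over 30% in size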
Target sequence (P46063 whole entry, looked up): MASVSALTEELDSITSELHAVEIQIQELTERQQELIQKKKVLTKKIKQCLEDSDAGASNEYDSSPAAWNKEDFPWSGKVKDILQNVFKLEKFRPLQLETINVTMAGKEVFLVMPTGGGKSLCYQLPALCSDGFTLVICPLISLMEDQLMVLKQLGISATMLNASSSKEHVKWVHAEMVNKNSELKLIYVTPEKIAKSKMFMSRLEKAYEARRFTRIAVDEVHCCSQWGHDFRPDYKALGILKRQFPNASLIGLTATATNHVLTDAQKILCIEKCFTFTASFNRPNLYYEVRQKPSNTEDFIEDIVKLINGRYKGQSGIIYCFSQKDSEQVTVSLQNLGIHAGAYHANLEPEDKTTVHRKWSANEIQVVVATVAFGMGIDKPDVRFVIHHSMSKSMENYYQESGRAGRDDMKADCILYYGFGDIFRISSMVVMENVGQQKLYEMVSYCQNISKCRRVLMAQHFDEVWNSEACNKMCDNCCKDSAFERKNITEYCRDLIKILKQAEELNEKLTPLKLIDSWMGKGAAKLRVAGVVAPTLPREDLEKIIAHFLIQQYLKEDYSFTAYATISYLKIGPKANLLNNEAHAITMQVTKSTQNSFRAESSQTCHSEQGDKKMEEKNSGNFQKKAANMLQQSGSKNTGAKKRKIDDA
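RECQ1T1 50 nM; forked duplex (20 bp + 30-nt ss tails) 200 nM, ATP 2 mM final; pH 8.0, 2 mM MgCl2, 2.5 ug/ml poly(dI-dC); 15 min compound preincubation; discontinuous kinetic read over 2 h at RT.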
An asterisk follows results filed as active; i = inactive; ? = inconclusive; / = no result given; & = joins results of further samples; [ ] = another dose, or the depositor's remark. Unless noted, calls come from the whole dose curve; as a rule, active = well fitted curve in the direction sought with a large enough effect; inconclusive = small, poorly fitted or top-dose-only effect, or another doubt; inactive = no such curve, though single readings can be large; an effect the other way counts as inactive or inconclusive. Potency is the fitted concentration of half-maximal effect.

Below each SMILES: JMJD2E inh	TR SRC2 fluor cs	SMN2 splice up	GoLoco inh red	ALDH1A1 inh	TRb-SRC2 inh	Lamin A splicing	RECQ1 inh
1: COc1cc2c(cc1NC(=O)c1ccccc1F)CCCC2
→ 7%	-1%	22µM*	-11%	-8%	0%	?	-17%
2: COC(=O)c1sc(S(=O)(=O)N2CCC(C(N)=O)CC2)c(C(=O)OC)c1C
→ 5%	0%	-5%	-2%	-4%	-11%	5%	i
3: Cc1cc2c(c(Sc3ccccc3)n1)C(=O)OC2
→ 0%	1%	13%	3%	9%	5%	7%	6%
4: CS(=O)(=O)N(Cc1ccc(Cl)cc1)c1ccc(C(=O)N/N=C/c2cc3ccccc3nc2Cl)cc1
→ ?	0%	-28%	3%	?	-7%	?	10%
5: O=C(Nc1csc([N+](=O)[O-])c1)Nc1c(Cl)cccc1Cl
→ 4%	-5%	/	-2%	/	-6%	/	-4%
6: COc1ccc(OCC(O)Cn2c(Nc3ccccc3)nc3c2c(=O)n(C)c(=O)n3C)cc1 (stereo not given)
→ 3%	0%	-5%	4%	2%	3%	8%	-14%
7: CS(=O)(=O)N1CCN(c2ccc([N+](=O)[O-])c(N3CCOCC3)c2)CC1
→ -3%	-6%	-8%	3%	-10%	-15%	5%	-2%
8: CCOC(=O)CSc1ccc2nnc(CCNS(=O)(=O)c3ccccc3)n2n1
→ -19%	-2%&-2%	-7%	3%	-3%	-2%&-1%	2%[46 µM]	-3%
9: COc1ccc(C)c(-n2c(N)cc(=O)n(Cc3ccccc3)c2=O)c1
→ -1%	-2%	/	2%	/	0%	/	-5%
10: COc1cc(C(=O)Nc2nc(OC)c(-c3ccccc3)c(OC)n2)cc(OC)c1OC
→ -9%	2%	-1%	0%	-13%	7%	-14%	i
11: O=C(NCc1ccco1)C1CCCCN1S(=O)(=O)c1ccc(F)cc1 (stereo not given)
→ -3%	-2%	-3%	-2%	-4%	-7%	2%	?
12: CC1=CC(=O)C=CC1(C)C(Cl)Cl (stereo not given)
→ 3%	-1%	7%	1%	-4%	-15%	11%	-11%
13: Cc1ccc(C(=O)/C=C/Nc2ccccc2C(N)=O)o1
→ ?	-1%	11µM*	5%	?	-5%	?	11%
14: C[C@@H](O)C1NC(=O)[C@H](CCCCN)NC(=O)c2cc([N+](=O)[O-])cc(I)c2NCCC[C@@H](C(N)=O)NC1=O (stereo not given in full)
→ -5%	-4%	7%	6%	-2%	5%	?	-3%
15: C=CCn1c(SCC(=O)Nc2cc(C)on2)nc2sc(C)c(C)c2c1=O
→ 10%	0%	-11%	6%	-1%	-5%	23%	-7%
16: COc1ccc(OCCCc2c(C)n[nH]c2C)cc1
→ 2%	1%	-30%[inhibitor]	5%	0%	-11%	?	i
17: N#Cc1c(Nc2ccccc2)c(/C=N/N=C/c2ccccc2)c[nH]c1=O
→ -2%	-15%	-4%	3%	-2%	3%	-4%	-3%
18: COc1ccc(S(=O)(=O)N2CCCC2C(=O)Nn2cnnc2)cc1 (stereo not given)
→ 10%	-2%	35%	-5%	1%	-9%	9%	11%
19: N=c1sccn1CC(=O)Nc1cc(S(=O)(=O)N2CCCCC2)ccc1Cl
→ 4%	-4%	/	11%	-2%	4%	/	i
20: COCCNC(=O)c1ccc(N2CCCCC2)c(NS(=O)(=O)c2ccc(C)cc2)c1
→ ?	1%	15%	6%	8.9µM*	-8%	-4%	-16%
21: COc1ccc(CN(C)C(C)C(=O)Nc2ccc([N+](=O)[O-])cc2Cl)cc1OC (stereo not given)
→ -4%	-11%	-66%[inhibitor]	11%	-10%	5%	?	-11%
22: CCC(=O)NC(=S)Nc1ccc(NC(=O)c2ccc(Br)o2)cc1
→ -30%	-2%	4%	7%	-7%	1%	-13%[46 µM]	-1%
23: CCOC(=O)c1nc(C)sc1-c1ccnn1S(=O)(=O)c1ccccc1C(F)(F)F
→ -3%	-3%	/	1%	?	-6%	/	i
24: C#Cc1ccc([C@H]2C=C(C(=O)NCc3ccccc3)O[C@@H](OCC)[C@@H]2CCCO)cc1
→ 2%	0%	/	8%	-15%	-9%	/	-13%
25: NNc1ccc(Cc2ccc(Cl)cc2Cl)nn1
→ ?	-1%	-74%[inhibitor]	10%	-10%	-7%	-14%[46 µM]	-2%
26: COc1ccc(-c2cc(=O)n(-c3ccc([N+](=O)[O-])cc3)[nH]2)cc1
→ ?	-2%	9%	2%	-7%	-7%	?	-3%
27: COC(=O)Cc1c(C)nc2nc(NCc3c(F)cccc3Cl)[nH]n2c1=O
→ ?	-5%	-17%	-5%	-4%	-2%	7%	-11%
28: O=C(NC1CCN(Cc2ccccc2)CC1)C1CCN(S(=O)(=O)c2cccc3nsnc23)CC1
→ -1%	-1%	-87%[inhibitor]	-3%	?	-5%	-5%	3%
29: COc1cc(/C=C(\C#N)c2nc3ccccc3[nH]2)cc(Br)c1OCc1ccccc1
→ ?	-6%	-42%[inhibitor]	11%	?	-23%	?	-1%
30: Nc1c(Cl)ncnc1NCCc1ccc(O)cc1
→ 11%	-8%	/	-1%	/	6%	/	-3%

Three of the compounds above, as tab-separated lines:
cpd	SMILES	JMJD2E inh	TR SRC2 fluor cs	SMN2 splice up	GoLoco inh red	ALDH1A1 inh	TRb-SRC2 inh	Lamin A splicing	RECQ1 inh
17	N#Cc1c(Nc2ccccc2)c(/C=N/N=C/c2ccccc2)c[nH]c1=O	-2%	-15%	-4%	3%	-2%	3%	-4%	-3%
18	COc1ccc(S(=O)(=O)N2CCCC2C(=O)Nn2cnnc2)cc1 (stereo not given)	10%	-2%	35%	-5%	1%	-9%	9%	11%
19	N=c1sccn1CC(=O)Nc1cc(S(=O)(=O)N2CCCCC2)ccc1Cl	4%	-4%	/	11%	-2%	4%	/	i

(further entries)
Below each SMILES: JMJD2E inh	TR SRC2 fluor cs	SMN2 splice up	GoLoco inh red	ALDH1A1 inh	TRb-SRC2 inh	Lamin A splicing	RECQ1 inh
31: N#CC(Cc1ccccc1OC(F)F)c1nc2ccccc2[nH]1 (stereo not given)
→ ?	-1%	3%	4%	-10%	1%	-13%	2%
32: Cc1cccc(C(=O)O/N=C(\N)Cc2ccc([N+](=O)[O-])cc2)c1
→ -4%	-1%	?	0%	3%	-8%	10%	0%
33: Cc1ccc(-c2cc(C#N)c(=O)n(Cc3c(Cl)cccc3Cl)c2)cc1
→ ?	-2%	-19%	-1%	?	-10%	10%	-4%
34: CCC(=O)N(CC)c1nc(-c2ccc(OC)cc2)cs1
→ -21%	-8%	7%	-2%	?	5%	?	-21%
35: COc1ccc([N+](=O)[O-])cc1NC(=O)C(C)Sc1ccccc1 (stereo not given)
→ 1%	-11%	-24%	-4%	6%	8%	-7%	-5%
36: O=C(NC1CCCC1)C(c1ccc(O)cc1)N(CC1CCCO1)C(=O)C1COc2ccccc2O1 (stereo not given)
→ 3%	-2%	-22%	1%	5%	-8%	?	i
37: O=C(c1ccccc1)c1ccc2c(c1)OCCOCCOCCOCCO2
→ 5%	-5%	/	-18%	/	-15%	/	-7%
38: Cc1ccc2oc(=O)n(CCOc3ccccc3Cl)c2c1
→ -11%	0%	-21%	5%	1%	-4%	6%	-9%
39: COc1ccc(/C(O)=C2/C(=O)C(=O)N(CCN(C)C)C2c2ccccc2)cc1Cl (stereo not given)
→ -7%	1%	17%	16%	4%	-1%	5%	15%
40: CN(C)C(=O)c1ccc(-c2ccc3ncnc(NCc4cccs4)c3c2)cc1
→ /	/	/	26%	?	/	?	-7%
41: O=C(COC(=O)c1ccc(=O)n(Cc2ccccc2)n1)Nc1ccc2c(c1)OCCO2
→ 7%	-2%	5%	3%	8.9µM*	2%	7%	-7%
42: COc1ccc(NC(=O)CSc2nccn2-c2cccc(OC)c2)cc1
→ -1%	-2%	-11%	5%	4%	-1%	-9%	-4%
43: CCN1CCc2c(C#N)c(N3CCOCC3)nc(NCCO)c2C1
→ ?	0%	/	/	?	-13%	6%	-13%
44: O=C(c1ccco1)N(Cc1ccccc1)c1cccc([N+](=O)[O-])c1
→ ?	-2%	10%	8%	20µM*	17%	/	2%
45: COC(=O)c1sc2ncccc2c1OCc1ccccc1Cl
→ ?	2%	1%	5%	-21%	1%	23%	-20%
46: O=C(Cc1cccs1)NNC(=S)NCc1ccco1
→ 5%	-1%	/	8%	?	-11%	?	-3%
47: COC(=O)c1ccc2c(=O)n(CCCCCC(=O)NC(C)C)c(=O)[nH]c2c1
→ ?	1%&0%	14%	-4%	?	3%&2%	7%&2%[46 µM]	6%
48: O=c1c2c(nc3cc(-c4ccccc4)[nH]n13)CCS2
→ ?	2%	?	9%	?	3%	6%	i
49: Cc1csc(SCC(=O)N(C)CC(=O)Nc2ccc(F)cc2)n1
→ 2%	-1%	-6%	4%	11%	7%	-13%[46 µM]	i
50: COc1cc2c(cc1OC)C(C)N(C(=O)c1ccc(Br)o1)CC2 (stereo not given)
→ -6%	-2%	29%	-4%	5%	3%	?	i
51: Nc1n[nH]c(N)c1N=Nc1ccc(Cl)cc1Cl
→ -6%	-1%	/	7%	-6%	7%	?	i

Assay outcomes (PubChem BioAssay)

Only part of the results is shown, so the mix of outcomes need not match the whole.
